LYP inh 2 – PTPN22 phosphatase inhibitors, primary screen, biochemical, DiFMUP fluorescence, 2 µM; recombinant LYP catalytic domain; inhibition, % at 2 µM; 96,000 compounds, 0.21% hits; AID 640, 2007;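 active = inhibition at 2 µM at or above a set limit, the screen mean plus 3 SD, cut at about 24% in these data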;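 note: 0% = DMSO with enzyme and 100% = enzyme fully blocked by orthovanadate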
Target sequence (Q9Y2R2 whole entry, looked up, the tested form may be a part): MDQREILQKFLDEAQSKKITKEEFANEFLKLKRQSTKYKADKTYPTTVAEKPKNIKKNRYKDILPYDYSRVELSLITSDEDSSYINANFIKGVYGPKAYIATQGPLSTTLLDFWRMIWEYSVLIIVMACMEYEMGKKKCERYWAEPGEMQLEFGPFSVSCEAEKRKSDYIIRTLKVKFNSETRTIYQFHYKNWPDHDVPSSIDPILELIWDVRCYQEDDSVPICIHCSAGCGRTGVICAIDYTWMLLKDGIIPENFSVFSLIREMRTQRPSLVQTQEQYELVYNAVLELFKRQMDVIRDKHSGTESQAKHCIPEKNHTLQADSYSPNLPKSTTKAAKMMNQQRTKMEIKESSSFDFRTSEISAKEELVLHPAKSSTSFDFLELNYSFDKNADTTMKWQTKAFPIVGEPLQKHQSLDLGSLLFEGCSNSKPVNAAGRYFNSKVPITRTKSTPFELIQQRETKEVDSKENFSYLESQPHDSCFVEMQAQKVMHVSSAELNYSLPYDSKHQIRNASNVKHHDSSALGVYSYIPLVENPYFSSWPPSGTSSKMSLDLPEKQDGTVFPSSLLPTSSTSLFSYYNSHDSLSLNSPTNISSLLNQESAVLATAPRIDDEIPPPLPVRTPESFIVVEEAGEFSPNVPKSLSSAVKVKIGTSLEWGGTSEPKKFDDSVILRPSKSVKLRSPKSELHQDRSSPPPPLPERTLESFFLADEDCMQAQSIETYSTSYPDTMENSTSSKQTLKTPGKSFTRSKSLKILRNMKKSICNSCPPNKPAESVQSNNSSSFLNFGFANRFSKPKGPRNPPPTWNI
EphB4 ephrin blk – EphB4-ephrin-B2 interaction antagonists, primary screen, biochemical, TNYL-RAW peptide probe, fluorescence polarization | inhibition, % at 7 µM | Ephrin type-B receptor 4 (Homo sapiens), P54760 | 97,000 compounds, 0.15% hits | EphB4 LBD / TNYL-RAW-Alexa532 peptide;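 active = inhibition above the screen-wide mean inhibition plus 3 SD, cut at about 15% in these data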;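 note: 0% = DMSO wells and 100% = excess unlabeled TNYL-RAW peptide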
PostGolgi yeast – phenotypic screen on post-Golgi transport, primary screen. post-Golgi transport phenotypic cell assay. inhibition, % at 10 µM. 98,000 compounds, 0.9% hits;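 note: yeast cells grown in 1536-well plates; yeast grown about 18 h at 30C before absorbance read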
LYP act – LYP phosphatase activators, primary screen, biochemical, DiFMUP fluorescence, 2 µM; 96,000 compounds, 0.11% hits; AID 697, 2007; activation, % at 2 µM; recombinant LYP; 0 = plate median, 100 = signal doubled;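 active = activation at 2 µM above a set limit, the mean plus 5 SD, cut at about 37% in these data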
S1P2 ag – S1P2 receptor agonists, primary screen, cell-based; 97,000 compounds, 0.46% hits; S1P2-expressing cell line, agonist reporter read-out; Sphingosine 1-phosphate receptor 2 (Homo sapiens), O95136; activation, % at 4.5 µM; in the data active = activation above about 16%;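 note: 0% = vehicle low control and 100% = maximal reference agonist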
PostGolgi ctrl – growth inhibition of yeast control strain, primary screen, counter-screen for post-Golgi transport modulator project; efflux-deficient yeast background strain, growth absorbance A615, 16 h; inhibition, % at 10 µM; 98,000 compounds, 5% hits
S1P2 antag – human S1P2 receptor antagonists, primary screen, cell-based | Sphingosine 1-phosphate receptor 2 (Homo sapiens), O95136 | cell-based S1P2 antagonist assay, inhibition at 5 uM | inhibition, % at 5 µM | 97,000 compounds, 0.21% hits; in the data active = inhibition above about 45%;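 note: CRE beta-lactamase reporter cells expressing human S1P2 stimulated with S1P; 0% = agonist at EC80 alone and 100% = agonist plus reference antagonist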
FAK inh – FAK kinase inhibitors, primary screen, biochemical; Focal adhesion kinase 1 (Homo sapiens), Q05397; biochemical FAK kinase activity assay; inhibition, %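 (tested at 7 µM)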; 97,000 compounds, 0.84% hits; AID 727, 2007; in the data active = inhibition above about 19%;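 note: 0% = DMSO and 100% = reference compound high control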
HIV Rev-RRE inh – HIV-1 Rev-RRE binding inhibitors, primary screen, biochemical, FRET, protein-RNA interaction | Rev peptide-RRE RNA binding | inhibition, % at 8 µM | 97,000 compounds, 0.79% hits | AID 704, 2007;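 active = inhibition above the screen-wide mean plus 3 SD, cut at about 35% in these data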;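 note: 0% = median DMSO wells and 100% = median Neomycin B control wells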
Target sequence (P05866 whole entry, looked up): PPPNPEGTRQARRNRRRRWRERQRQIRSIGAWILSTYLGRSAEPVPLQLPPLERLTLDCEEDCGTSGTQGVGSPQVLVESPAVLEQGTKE
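assay system = Cy5-tagged RRE RNA duplex with fluorescein-tagged Rev peptide | incubation = 5 + 15 min at 25 °C | also added = labelled Rev peptide | measure = % inhibition of FRET ratio versus controls | benchmarks = DMSO wells as 0% and neomycin B wells as 100% inhibition | measured by = FRET fluorescence readout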
Starred values were filed as active, the others as inactive; x = no result given. Cut-off read from the data, not from the text of the source, unless noted: active = inhibition above about 30%; inactive = the rest.

SMILES | LYP inh 2 | EphB4 ephrin blk | PostGolgi yeast | LYP act | S1P2 ag | PostGolgi ctrl | S1P2 antag | FAK inh | HIV Rev-RRE inh
Cc1ccc(-c2nnc(SCc3nc4ccccc4[nH]3)n2Cc2ccco2)cc1 | 8 | 4 | 2 | -4 | 2 | 8 | -8 | 5 | 10
CNC(=S)NNC(=O)c1cccc(C(F)(F)F)c1 | 4 | 3 | -7 | -1 | -3 | -10 | 24 | -5 | 15
CCOc1ccc2nc(SCC(=O)NCc3ccco3)sc2c1 | 0 | 3 | 6 | -1 | -6 | 15 | 12 | 5 | 5
O=C(c1c(F)cccc1F)N(Cc1ccccn1)C1CCCC1 | -2 | -6 | -3 | 0 | -4 | -11 | 19 | 1 | -2
COc1ccc(N2C(=O)CN=C2Nc2nc(C)cc(C)n2)cc1 | -9 | 1 | -3 | 6 | -5 | 0 | -9 | -2 | 7
COc1cc(OC)cc(C(=O)NC2CCN(CC(=O)Nc3cccc4ccccc34)CC2)c1 | 10 | 5 | x | -10 | -3 | x | -1 | 1 | 4
COc1ccc(CCNC(=O)c2cc(-c3ccccc3O)n[nH]2)cc1OC | 3 | -4 | 2 | -4 | -4 | 7 | -6 | -4 | 5
Cc1cc(=O)n2[nH]c(C)c(-c3ccccc3)c2n1 | -2 | -5 | 0 | 2 | -7 | 1 | -23 | -2 | 2
CC(C)c1ccc(CNc2cc(N3CCCC3)ccc2[N+](=O)[O-])cc1 | 5 | 10 | 2 | -2 | 1 | 19 | 14 | -3 | 2
Cc1ccc(NC(=O)c2cc(-c3ccc(C)o3)nc3ccccc23)nc1 | -15 | 4 | -3 | 10 | -3 | 1 | -3 | 2 | 6
CCCCn1c(SCC(=O)c2ccc(OC)c(OC)c2)nc2cc(S(N)(=O)=O)ccc21 | -4 | 0 | 14 | 5 | -7 | 1 | -19 | 1 | 6
CCCc1cc(C(=O)N/N=C/c2ccc(CC)s2)c2ccccc2n1 | 9 | 0 | -5 | -4 | -4 | -4 | 16 | -5 | 0
CCCc1cc(=O)[nH]c(SC(CC)C(=O)Nc2ccccc2C#N)n1 (stereo not drawn) | 8 | 10 | 2 | -6 | -6 | 1 | 16 | -4 | 2
COc1ccc(/C(C)=C(\C#N)C(=O)OC(C)C)cc1OC | -23 | 4 | x | 16 | -5 | x | -6 | -1 | -6
COc1cc(Cn2c(C(=O)O)cc3sccc32)cc(OC)c1OC | 2 | -3 | -2 | -4 | -6 | 10 | 10 | 7 | 5
CC(=O)Nc1ccc(S(=O)(=O)NC(CC(=O)NC2CCCCC2C)C(C)C)cc1 (stereo not drawn) | -3 | 4 | 2 | 0 | -4 | 8 | 23 | -1 | 6
CC(C)n1c2ccccc2c2nc3ccccc3nc21 | -14 | -1 | 1 | 13 | 5 | 46* | -34 | 2 | 18
O=C(Nc1ccc(-c2nc3ncccc3o2)cc1)c1ccco1 | 7 | 6 | -1 | -5 | -4 | 27 | 12 | 14 | 7
O=C(O)C1CCCCC1C(=O)NCCCn1ccnc1 (stereo not drawn) | 0 | 8 | 4 | -1 | -1 | -5 | 2 | 0 | 10
CCC(Sc1nc(-c2ccccc2)c(C#N)c(=O)[nH]1)C(=O)Nc1nnc(C)s1 (stereo not drawn) | 7 | -12 | 19 | -2 | -3 | 0 | 9 | -5 | -7
Cc1c(NC(=O)CSc2n[nH]c(-c3ccccc3)n2)c(=O)n(-c2ccccc2)n1C | -2 | -5 | 6 | 4 | -1 | 2 | -2 | -1 | 1
CC(C)(C)NS(=O)(=O)c1ccc(NS(=O)(=O)c2ccc(F)cc2)cc1 | 6 | 1 | 3 | -9 | -2 | 3 | 15 | 10 | 4
CC(C)C(NC(=O)c1ccccc1)C(=O)NC1=NCCS1 (stereo not drawn) | 1 | -7 | 3 | -5 | -5 | 11 | -6 | 0 | 2
O=C(NCC12CC3CC(CC(C3)C1)C2)c1nn2cccnc2c1Cl | -36 | 0 | 3 | 35 | 0 | 15 | -29 | -1 | 13
Cc1cccc(OCC(=O)Nc2ccc(N3CCN(S(C)(=O)=O)CC3)cc2)c1 | 13 | -5 | -1 | -15 | 0 | 5 | 4 | -3 | 3
O=C(NC1CC1)C1CCN(c2ncnc3c2sc2cccc(F)c23)CC1 | 4 | 2 | 1 | -5 | -2 | 28 | 17 | 7 | 6
CN(C)c1ccc(CNC23CC4CC(CC(C4)C2)C3)cc1 | -4 | -3 | x | 7 | -5 | x | 6 | 1 | -7
CN1CCN(S(=O)(=O)c2ccc(NC(=O)c3cccc(S(=O)(=O)N4CCCC4)c3)cc2)CC1 | -3 | -4 | -1 | 3 | -5 | 8 | 14 | 0 | 6
O=C(Cc1c(C(=O)O)[nH]c2ccccc12)Nc1ccc2c(c1)OCO2 | -5 | 13 | 0 | 2 | 2 | 3 | 13 | -2 | 11
O=C(O)/C=C/c1ccc2ccccc2n1 | -2 | 8 | x | 2 | -7 | x | -4 | 0 | 9
Cc1ccc(N(CC(=O)NCCc2ccccc2)S(=O)(=O)c2c(C)noc2C)cc1 | 6 | 7 | 6 | -3 | -5 | 12 | 0 | -1 | 8
Cc1cccc(OCC(=O)OCC(=O)c2c(N)n(C)c(=O)n(C)c2=O)c1C | -10 | 0 | 6 | 10 | 1 | 3 | -3 | 0 | 13
CCC(=O)NC(C)C(c1cccs1)N1CCOCC1 (stereo not drawn) | 0 | -10 | x | -2 | -5 | x | 4 | -1 | 3
O=C(Cn1nnc(-c2ccc(Cl)cc2)n1)NC1CCN(Cc2ccccc2)CC1 | 14 | 9 | -8 | -11 | -1 | 17 | -3 | -4 | 7
COC(=O)c1c(-n2cnnn2)sc(C)c1C | -20 | -19 | 10 | 17 | -8 | 9 | -10 | -2 | 2
O=P(COCCOCP(=O)(c1ccccc1)c1ccccc1)(c1ccccc1)c1ccccc1 | -2 | 3 | 17 | 3 | -2 | -13 | -4 | -1 | 0

Looked up above:
`CNC(=S)NNC(=O)c1cccc(C(F)(F)F)c1` | PostGolgi yeast = -7
`COC(=O)c1c(-n2cnnn2)sc(C)c1C` | PostGolgi yeast = 10
`CC(=O)Nc1ccc(S(=O)(=O)NC(CC(=O)NC2CCCCC2C)C(C)C)cc1` (stereo not drawn) | HIV Rev-RRE inh = 6
`O=C(NC1CC1)C1CCN(c2ncnc3c2sc2cccc(F)c23)CC1` | LYP inh 2 = 4
`Cc1c(NC(=O)CSc2n[nH]c(-c3ccccc3)n2)c(=O)n(-c2ccccc2)n1C` | PostGolgi yeast = 6

Two entries from above, with tabs.
smiles	LYP inh 2	EphB4 ephrin blk	PostGolgi yeast	LYP act	S1P2 ag	PostGolgi ctrl	S1P2 antag	FAK inh	HIV Rev-RRE inh
CCC(Sc1nc(-c2ccccc2)c(C#N)c(=O)[nH]1)C(=O)Nc1nnc(C)s1 (stereo not drawn)	7	-12	19	-2	-3	0	9	-5	-7
Cc1ccc(-c2nnc(SCc3nc4ccccc4[nH]3)n2Cc2ccco2)cc1	8	4	2	-4	2	8	-8	5	10

The results go on:
SMILES | LYP inh 2 | EphB4 ephrin blk | PostGolgi yeast | LYP act | S1P2 ag | PostGolgi ctrl | S1P2 antag | FAK inh | HIV Rev-RRE inh
O=C(CSCc1c(Cl)cccc1Cl)NCc1ccco1 | -1 | 2 | x | 3 | -4 | x | 8 | 1 | 5
CCc1nnc(NC(=O)c2nc3nc(C)cc(C)n3n2)s1 | 5 | 1 | 8 | -3 | -5 | 1 | 10 | -1 | 10
O=C(Nc1nccs1)c1ccc(Cl)s1 | -21 | -6 | -1 | 18 | -3 | 18 | -5 | 5 | -1
O=C1CC(c2ccncc2)c2cc3c(cc2N1)OCCO3 (stereo not drawn) | 2 | 5 | -2 | -4 | -10 | -6 | -9 | 0 | 5
COc1ccc(NC(=O)CN2c3cccc4cccc(c34)S2(=O)=O)cc1 | 6 | -6 | 3 | -8 | 2 | -15 | 9 | 3 | 7
COC(=O)C1=C(C)N(C)C(=O)NC1c1cc(Cl)cc(Cl)c1OC (stereo not drawn) | -2 | 1 | -7 | 2 | -2 | 4 | 6 | 1 | 10
CCC(=O)Nc1nnc(C(C)(C)C)s1 | -7 | 0 | 5 | 9 | -9 | 11 | 5 | 2 | 3
CCCc1cc(=O)[nH]c(SCC(=O)NC2CCCCC2)n1 | -9 | 0 | 2 | 11 | -3 | 7 | -29 | 2 | 1
CCCNC(=O)Nc1cc(C)on1 | 10 | 3 | -1 | -8 | -15 | -4 | 11 | 0 | 5
Cc1ccc(CNC(=O)CN(C)S(=O)(=O)c2cccc3nsnc23)cc1 | -6 | -6 | 0 | 3 | -3 | 26 | 13 | -7 | 3
O=C(Cn1ncc2c(=O)oc3ccccc3c21)N1CCN(c2ccccn2)CC1 | 12 | -1 | 35* | -15 | 0 | 12 | 17 | -1 | 1
CN(C)c1ccc(CN(C(=O)c2ccco2)C2CCS(=O)(=O)C2)cc1 (stereo not drawn) | -8 | 2 | 3 | 5 | -2 | 9 | 23 | 1 | 6
CC(C)(C)NC(=O)c1ccccc1-c1nc(-c2ccccc2Cl)no1 | -4 | 8 | 4 | 2 | -5 | 30* | 11 | 7 | 17
CC1CCc2cc(F)ccc2N1C(=O)c1cnc2sccn2c1=O (stereo not drawn) | -8 | -4 | -3 | 6 | -1 | 5 | -48 | -2 | 0
COC(=O)C(C)N(C(=O)c1ccc(C(=O)c2ccccc2)cc1)c1c(C)cccc1C (stereo not drawn) | 1 | -3 | -16 | 1 | -4 | 16 | -2 | 2 | 7
Cc1cc(N2C(=O)C(=O)/C(=C(/O)c3ccc(Cl)cc3)C2c2cccc(Br)c2)no1 (stereo not drawn) | -8 | 4 | 2 | 3 | -8 | 16 | 2 | -5 | 5
O=C(CN1C(=O)c2ccccc2S1(=O)=O)Nc1ccc(S(=O)(=O)N2CCCCC2)cc1 | -11 | 2 | -16 | 9 | -6 | 12 | 5 | -8 | 0
NC(=O)Cn1nnc(-c2ccccc2NC(=O)c2cnccn2)n1 | -5 | -3 | -4 | 3 | 2 | 10 | -14 | 1 | 1
CCC(=O)N1CCN(c2ccccc2NC(=O)Cc2ccc(Cl)cc2)CC1 | 5 | -9 | 8 | -6 | 1 | 26 | -18 | 2 | 11
CC(C)(C)CC(C)(C)Nc1c(-c2ccc(O)cc2)nc2cnccn12 | 17 | -6 | x | -16 | -1 | x | -22 | 2 | 2
COC(=O)C1(C)NC(c2cccs2)C2C(=O)N(c3ccc(F)cc3)C(=O)C21 (stereo not drawn) | 4 | -13 | 7 | -3 | 0 | 16 | -3 | 0 | 2
CCOC(=O)C(C)N1N=C(/C=C/c2ccc(OC)cc2)CCC1=O (stereo not drawn) | -7 | 4 | 8 | 10 | -5 | 30 | 16 | 1 | 9
COc1cccc(OC)c1C(=O)OCC(=O)Nc1ccc(OC(F)(F)F)cc1 | 8 | 4 | -5 | -10 | -3 | 21 | -3 | -1 | 9
CCCCSc1nc2c(cnn2-c2ccc(F)cc2)c(=O)[nH]1 | -9 | 1 | 1 | 7 | -6 | 13 | -1 | -3 | 8
Brc1ccc(CN2CCSCC2)cc1 | 7 | -5 | 5 | -7 | -3 | 8 | 15 | -1 | 12
CCCN1C(=O)c2cc(C(=O)NCc3cccs3)ccc2C1O (stereo not drawn) | -3 | -2 | -5 | 2 | -2 | 4 | -13 | -4 | 9
O=C(c1ncc[nH]1)c1ccco1 | -6 | 0 | 2 | 6 | -3 | 5 | 21 | 2 | 3
Cc1cc(O)c(-c2cc(C(=O)NCc3ccc4c(c3)OCO4)[nH]n2)cc1C | -16 | -12 | -8 | 13 | -4 | 7 | -7 | 4 | -1
N#Cc1c(N)nc(SCC(=O)OCc2ccccc2)c(C#N)c1-c1ccco1 | -8 | 0 | 10 | 9 | -5 | 6 | -1 | 8 | 19

Assay outcomes: PubChem, several laboratories
